# Screening results from PubChem BioAssay.
# Ins promoter up = insulin promoter activators in MIN6 cells, imaging, high-content screening, mouse beta cells; MIN6 insulin promoter-GFP reporter; active compounds read high; z-score at 5 µM; 0.3% of 190,000 active;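 active means z-score above 3 at 5 µM with at least 500 cells counted in the well; inconclusive means wells under 500 cells, flagged as cytotoxic or low count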
# Dynein transport = inhibitors of GR-EGFP nuclear translocation, primary screen, dynein cargo transport inhibitor project, imaging, high-content, 3617.4 mouse cells; test concentration mostly 20 µM; stimulated with dexamethasone, 1 µM; active compounds read low; z-score, hits read low; 0.47% of 220,000 active; AID 1381, 2008;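 active means plate z-score of nuclear minus cytoplasmic receptor signal below a set negative limit, without overly bright fluorescence or cell loss, cut at about -3.5 in these data, passing the limit was not always enough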;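 further: z-score of nuclear minus cytoplasmic ring GR-EGFP intensity difference per well; some compounds called inactive have numbers as strong as hits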
#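 Also added – dexamethasone, 1.0 µM final · Buffer or medium – tet-free, stripped-serum medium · Schedule – induction 48 h, compound 1 h, agonist 30 min · Detection – formaldehyde fixation, Hoechst nuclear stain, 10x automated fluorescence imaging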
# WT yeast gro inh = growth inhibition of WT strain, primary screen, mitochondrial fusion inhibitor project, WT and mutant strains, chemical genetic; mitochondrial fusion phenotypic screen; inhibition, % at 10 µM; 2.1% of 190,000 active; AID 1362, 2008; in the data active means inhibition above about 58%; tested in S. cerevisiae
# ER stress rescue = rescue of cells from ER stress-induced death, primary screen, 384-well, CSM14.1, thapsigargin, ATP luminescence (AID 1222); one-dose cellular ATP content (survival), % at 20 µM; EC50 in µM for titrated hits; CSM14.1 thapsigargin-induced death rescue, ATP luminescence; higher % means a stronger effect; 190,000 tested, under 10 active;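 active means EC50 below 50 µM in the dose-response confirmation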;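 further: death triggered by thapsigargin at about 15 µM added after 2 h compound pretreatment; cell ATP read after overnight thapsigargin exposure of roughly 18 to 22 hours; normalized against plate controls of thapsigargin alone and 5% DMSO vehicle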
# XIAP antagonists = XIAP antagonists, biochemical, IAP family, fluorescence polarization (AID 1018); 0.007% of 200,000 active; E3 ubiquitin-protein ligase XIAP (Homo sapiens); one-dose displacement, % at 20 µM; IC50 in µM for titrated hits; XIAP BIR domain, fluorescence polarization peptide displacement; higher % means a stronger effect; in the data active means displacement above about 50%; further: a part of the inactive calls stands beside numbers as strong as those of hits
# Lipid droplet = inhibitors of hepatocyte lipid droplet formation, primary screen, imaging, high-throughput imaging, BODIPY stain; AID 1656, 2009; inhibition, % at 6.5 µM; 0.4% of 240,000 active; AML12 mouse hepatocytes, oleate lipid droplets;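 active means lipid droplet intensity inhibited by at least 50%, with more than 500 cells counted; inconclusive means wells with under 300 cells, treated as cytotoxic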
#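 System: AML12 hepatocytes (mouse). Probe or stimulus: oleic acid at 100 µM to induce lipid droplet formation. Times: overnight treatment with compound plus oleate. Detection: Image-based BODIPY and DAPI two-channel analysis. Evaluation: percent inhibition of filter-corrected integrated lipid droplet intensity per well.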
# bCat nuc transl = modulators of beta-catenin nuclear translocation, primary screen, imaging, HeLa cells, immunofluorescence, high-content; nuclear translocation activity, % at 5 µM; 0.3% of 190,000 active; AID 1665, 2009;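 active means nuclear translocation activity above 50% at 5 µM, with a well cell count of 50 or more; inconclusive means wells under 50 cells across six images, flagged as toxic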;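 further: per-cell ratio of nuclear to cytoplasmic median beta-catenin stain intensity; plate controls were DMSO negative control for no effect and GSK-3 inhibitor IX positive control for full effect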
#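 System: Human HeLa cells, endogenous beta-catenin | Compound dosing: 5 µM primary, 0.02–20 µM confirmation | Timing: 24 h compound exposure at 37°C, 5% CO2 | Measured by: Fluorescence imaging of beta-catenin antibody stain plus DAPI | Read-out basis: % activation of per-cell nuclear versus cytoplasmic median beta-catenin signal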
# Autophagy mod = autophagy modulators in MEF cells, primary screen, imaging, high-content, MEF GFP-LC3; MEF GFP-LC3 puncta imaging; test concentration mostly 10 µM; calls only at 10 µM (by protocol); 0.98% of 190,000 active; AID 463193, 2010;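 active means percentage of spot-positive cells more than 3 SD above its plate mean, without a fluorescence outlier flag or 80% toxicity; inconclusive means no clear call, values can overlap the other calls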;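 further: spot-positive cell cutoff set from DMSO-treated cells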
# MT stabilize HCS = microtubule stabilizers in HeLa cells, primary screen, imaging, high-content imaging; HeLa tubulin immunostaining HCS, 24 h; share of cells brighter than vehicle mean+2SD; % tubulin-high responders, % at 10 µM; 0.83% of 200,000 active; AID 2205, 2009;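 active means plate Z-score above 3 for both tubulin-high and condensed-nucleus cell shares, with cell loss under 80%, at 10 µM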;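 further: anti alpha tubulin signal scored within the nucleus-defined area of each cell; some results filed as inactive read as strong as hits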
# WT yeast gro inh mutant strain = second read-out of WT yeast gro inh, no call of its own (marks repeat the call); inhibition, %; mitochondrial fusion phenotypic screen, mutant strain inhibition
# Dynein transport cytoplasmic EGFP = recorded beside Dynein transport, whose call it bears; z-score; measured here: cytoplasmic GR-EGFP intensity; active compounds read high
# Dynein transport nuclear GR-EGFP = second read-out of Dynein transport, no call of its own (marks repeat the call); z-score; measured here: nuclear GR-EGFP intensity;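 lower value marks the stronger effect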
# Dynein transport cell count = second read-out of Dynein transport, no call of its own (marks repeat the call); z-score; measured here: cell count per field
# Ins promoter up cell count = also measured in Ins promoter up; calls as there; cell count; measured here: cytotoxicity, nuclei count;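 total cells summed across four imaged fields per well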
# Lipid droplet cells 6.5 µM = also measured in Lipid droplet; calls as there; cell count; measured here: cell count, cytotoxicity flag;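 cells counted across two imaged fields per well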
# bCat nuc transl cell count 5 µM = further read-out of bCat nuc transl, marked with its call; cell count; measured here: cell count, cytotoxicity flag
# MT stabilize HCS Hoechst-high % = also measured in MT stabilize HCS; calls as there; % Hoechst-high responders; measured here: nuclear condensation Hoechst responders;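 share of cells brighter than vehicle mean plus two SD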
# MT stabilize HCS cytotoxicity % = recorded beside MT stabilize HCS, whose call it bears; toxicity, %; measured here: cytotoxicity by cell density;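 0% = mean cell density of plate MIN control wells and 100% = no cells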
# Autophagy mod cell loss 18 h = second read-out of Autophagy mod, no call of its own (marks repeat the call); toxicity, %; measured here: cell loss, nuclei count;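 cell loss after 18 h compound exposure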
# The depositor's hits bear a star; i = inactive; ? = inconclusive; / = not tested or not shown.
# Start of the data: the first 3 records as a preview:
Molecule	Dynein transport cell count	Dynein transport nuclear GR-EGFP	Autophagy mod	MT stabilize HCS	MT stabilize HCS cytotoxicity %	Ins promoter up cell count	ER stress rescue	Ins promoter up	Dynein transport cytoplasmic EGFP	MT stabilize HCS Hoechst-high %	WT yeast gro inh mutant strain	bCat nuc transl	Lipid droplet	Lipid droplet cells 6.5 µM	XIAP antagonists	Autophagy mod cell loss 18 h	bCat nuc transl cell count 5 µM	WT yeast gro inh	Dynein transport
Oc1ccc(C=Nc2cccc3ncccc23)c(O)c1	0.57	-0.067	i	3.2	24	1287	/	0.17	-0.12	3.0	-13	-1.2	0	694	-1.5%	7	1020	-8	-0.57
Cc1c(C(=O)NCC2COc3ccccc3O2)oc2ccc(S(=O)(=O)N3CC(C)CC(C)C3)cc12 (stereo not drawn)	-0.091	0.42	i	1.4	5.9	/	-1.0%	?	0.043	0.6	-23	-1.4	-2	734	-9.1%	9	1194	-2	-0.12
CCSc1nnc2n(N)c(=O)c3ccccc3n12	-0.13	-0.6	i	1.1	4.9	1538	6.7%	-0.6	-0.19	0.9	-14	0.6	/	/	-3.6%	26	1351	-11	-0.41

# The whole of this part, previewed entries included:
Molecule	Dynein transport cell count	Dynein transport nuclear GR-EGFP	Autophagy mod	MT stabilize HCS	MT stabilize HCS cytotoxicity %	Ins promoter up cell count	ER stress rescue	Ins promoter up	Dynein transport cytoplasmic EGFP	MT stabilize HCS Hoechst-high %	WT yeast gro inh mutant strain	bCat nuc transl	Lipid droplet	Lipid droplet cells 6.5 µM	XIAP antagonists	Autophagy mod cell loss 18 h	bCat nuc transl cell count 5 µM	WT yeast gro inh	Dynein transport
Oc1ccc(C=Nc2cccc3ncccc23)c(O)c1	0.57	-0.067	i	3.2	24	1287	/	0.17	-0.12	3.0	-13	-1.2	0	694	-1.5%	7	1020	-8	-0.57
Cc1c(C(=O)NCC2COc3ccccc3O2)oc2ccc(S(=O)(=O)N3CC(C)CC(C)C3)cc12 (stereo not drawn)	-0.091	0.42	i	1.4	5.9	/	-1.0%	?	0.043	0.6	-23	-1.4	-2	734	-9.1%	9	1194	-2	-0.12
CCSc1nnc2n(N)c(=O)c3ccccc3n12	-0.13	-0.6	i	1.1	4.9	1538	6.7%	-0.6	-0.19	0.9	-14	0.6	/	/	-3.6%	26	1351	-11	-0.41
NC(=O)CC(NC(=O)c1ccc(Br)cc1)c1ccc(NCc2ccc(F)cc2)c([N+](=O)[O-])c1 (stereo not drawn)	0.41	-0.3	/	/	/	1026	/	-0.39	-0.78	/	/	-0.4	21	705	/	/	1327	/	-0.54
O=C(NNC(=O)C1CCCCC1)c1cnccn1	0.44	0.74	i	3.7	0.1	1559	3.9%	-0.19	-0.21	2.0	-7	-0.1	/	/	2.2%	-25	1433	-21	0.77
COP(=O)(/C=C/c1ccccc1)C(O)c1ccc(F)cc1 (stereo not drawn)	-0.8	0.15	i	2.1	8.5	871	4.4%	-0.7	-0.17	2.1	0	-5.8	-1	778	-2.2%	-1	1276	23	0.3
Cc1ccccc1N(CC(=O)NCCSc1ccccn1)S(=O)(=O)c1ccccc1	1.3	-0.65	i	1.8	4.3	1500	1.0%	-0.5	-0.32	2.1	4	-3.2	-22	630	-8.1%	1	1106	6	-0.91
CCCOc1ccc(/C(CC)=N/NC(=O)C2(C)CC2(Br)Br)cc1 (stereo not drawn)	0.0079	0.43	i	3.0	13	1345	-1.8%	-0.03	0.042	2.5	3	/	24	668	-15%	-13	/	22	0.34
COc1ccc(OCC(=O)Nc2ccccc2OC)cc1	0.66	-0.18	i	2.8	7.1	993	2.8%	-0.04	-0.21	2.6	-6	0.3	/	/	-3.3%	-11	1083	0	-0.66
CC1(C)CC(=O)C2=C(C1)Nc1ccccc1N1C(=O)c3ccccc3C21 (stereo not drawn)	0.95	-0.27	i	1.9	11	896	0.9%	-0.05	-0.22	1.4	-6	1.4	3	754	-5.8%	24	1017	-5	-0.9
CC1(C)CC(=O)CC(C)(C)N1OC(=O)c1ccncc1	0.084	0.13	i	1.8	3.5	/	-0.3%	/	0.6	1.5	-9	/	10	711	-4.3%	-1	/	4	0.054
CCc1ccc(C(=O)NNc2cc(Cl)cc(Cl)c2)cc1	-0.37	0.18	/	/	/	1436	/	-0.6	-0.28	/	/	-0.4	-6	692	/	/	1230	/	1
Cc1nnc(Sc2cc(NCCO)c([N+](=O)[O-])c3nonc23)s1	-3.8	-0.19	i	3.1	9.4	1266	-1.7%	-0.09	5.5	3.0	-16	-2.0	27	682	-0.5%	-16	1079	-13	-2.5
CNC(=S)NNC(=O)c1cn(C)nc1C	-0.019	0.7	i	5.4	7.1	1646	-1.7%	0.5	0.75	2.0	15	-0.3	-7	684	-3.1%	1	1040	-4	0.13
O=C(CSc1nnc(CN2CCCCC2)n1-c1ccccc1)c1ccc2c(c1)OCO2	0.64	-0.61	i	5.2	8.8	1474	7.8%	1	-0.24	1.2	10	-2.8	-27	609	-6.2%	23	1117	34	-1
Cc1cccc(NC(=S)NCC(c2cccnc2)N2CCOCC2)c1 (stereo not drawn)	0.25	-0.7	i	2.5	4.9	1537	-1.0%	-0.28	-0.27	3.0	-17	0.8	-16	619	-3.8%	5	1047	-3	-0.99
COc1ccc(NC(=O)Cn2cnc3c(nnn3-c3ccc(C)cc3)c2=O)cc1	-0.042	0.14	i	1.6	8.9	1585	-1.0%	-0.31	-0.28	1.0	6	-1.7	-9	608	-3.6%	25	952	7	-0.44
C#Cc1ccc([C@@H]2C=C(C(=O)N3CCN(Cc4ccccc4)CC3)O[C@H](OCCCCO)C2)cc1	0.26	0.28	i	2.6	2.3	/	-0.3%	/	-0.23	1.5	3	-2.5	-13	699	-6.7%	21	976	16	0.0013
O=C(Nc1nc2ccccc2s1)C1CC(=O)N(c2ccccc2)C1 (stereo not drawn)	0.075	-0.24	i	1.8	3.1	1646	-2.3%	0.88	-0.18	1.8	0	0.6	/	/	-16%	2	1464	9	-0.85
O=C(O)c1cc2ncc(-c3[nH]ncc3[N+](=O)[O-])cn2n1	0.3	0.17	i	3.3	4.7	/	-0.9%	/	0.13	3.0	-9	0.7	-8	723	-4.6%	6	1073	2	-0.0047
CCOC(=O)C1(CC2CCCCO2)CCN(S(=O)(=O)c2ccsc2)CC1 (stereo not drawn)	0.089	0.41	i	2.9	10	1461	1.7%	-0.1	-0.27	2.2	-2	-2.0	-14	649	-6.6%	12	1069	-2	0.77
Cc1ccc(C)c(NC(=O)CSc2nnc(C)c(=O)n2N)c1	0.88	-0.73	i	1.9	0.5	1223	0.2%	-0.34	-0.27	2.6	-8	-3.6	7	616	-2.2%	-17	524	-2	-0.53
COc1ccccc1-n1ccnc1SCC(=O)NC(C)(C)C	0.98	0.098	i	/	/	1297	-4.8%	-1.2	-0.29	/	-8	1.8	4	722	-7.0%	9	1046	-10	-0.4
CC(=O)N1CCc2ccc(S(=O)(=O)N3CCN(C)CC3)cc21	0.93	-0.74	i	2.7	5.2	1379	-0.9%	-0.02	-0.33	3.1	0	0.9	4	626	-2.2%	-4	910	-1	-0.55
COc1cccc(CN2CCN(Cc3cc(OC)c(OC)cc3[N+](=O)[O-])CC2)c1	0.34	0.24	i	2.8	2.7	1570	6.8%	0.17	-0.2	1.7	13	0.8	/	/	-1.2%	10	1396	-20	-0.42
Cn1cc(CC(=O)NCCCN2CCOCC2)c2ccccc21	-0.69	0.7	i	2.2	1.2	1177	0.9%	-0.4	-0.21	2.6	3	0.8	-4	734	-4.2%	-1	1068	10	1.6
c1coc(CN2CN=C(Nc3nc4ccccc4s3)NC2)c1	0.16	0.018	i	1.0	12	1904	-1.4%	0.87	-0.27	1.8	-11	-0.9	-15	648	0.5%	0	1031	-9	-0.48
CCN(CC)CCn1c(NCc2ccco2)nc2ccccc21	0.51	-0.81	i	4.0	9.0	/	-2.1%	/	-0.066	1.8	-45	/	/	/	-2.7%	1	/	25	-0.49
CCOC(=O)c1cc(NC(=O)c2ccc(Cl)cc2)c(=O)n2c1oc1ccc(Cl)cc12	0.26	-0.41	i	6.0	6.4	1639	-0.5%	0.12	-0.41	3.3	15	-1.0	-17	656	-61%	4	1056	-3	-0.63
Cc1cccc(N=Nc2ccc(O)c3ncccc23)c1	0.59	-0.42	i	4.8	24	/	-4.6%	?	-0.25	3.1	54*	2.4	-24	540	-4.7%	14	590	65*	-0.031
CS(=O)(=O)N1CCN(C(=O)c2ccc(Cl)s2)CC1	0.033	0.14	i	4.0	7.3	1630	-0.9%	0.28	-0.28	1.3	-1	-3.7	-11	669	-4.5%	11	1126	5	-0.01
